# NSD2 inh = blocks human histone methyltransferase NSD2. O96028. NSD2 peptide methylation, AlphaScreen, 120 min. inhibition, % at 12.5 µM. 0.54% of 310,000 active. AID 743445; in the data active = inhibition above about 50%
# Target sequence (O96028 whole entry, looked up): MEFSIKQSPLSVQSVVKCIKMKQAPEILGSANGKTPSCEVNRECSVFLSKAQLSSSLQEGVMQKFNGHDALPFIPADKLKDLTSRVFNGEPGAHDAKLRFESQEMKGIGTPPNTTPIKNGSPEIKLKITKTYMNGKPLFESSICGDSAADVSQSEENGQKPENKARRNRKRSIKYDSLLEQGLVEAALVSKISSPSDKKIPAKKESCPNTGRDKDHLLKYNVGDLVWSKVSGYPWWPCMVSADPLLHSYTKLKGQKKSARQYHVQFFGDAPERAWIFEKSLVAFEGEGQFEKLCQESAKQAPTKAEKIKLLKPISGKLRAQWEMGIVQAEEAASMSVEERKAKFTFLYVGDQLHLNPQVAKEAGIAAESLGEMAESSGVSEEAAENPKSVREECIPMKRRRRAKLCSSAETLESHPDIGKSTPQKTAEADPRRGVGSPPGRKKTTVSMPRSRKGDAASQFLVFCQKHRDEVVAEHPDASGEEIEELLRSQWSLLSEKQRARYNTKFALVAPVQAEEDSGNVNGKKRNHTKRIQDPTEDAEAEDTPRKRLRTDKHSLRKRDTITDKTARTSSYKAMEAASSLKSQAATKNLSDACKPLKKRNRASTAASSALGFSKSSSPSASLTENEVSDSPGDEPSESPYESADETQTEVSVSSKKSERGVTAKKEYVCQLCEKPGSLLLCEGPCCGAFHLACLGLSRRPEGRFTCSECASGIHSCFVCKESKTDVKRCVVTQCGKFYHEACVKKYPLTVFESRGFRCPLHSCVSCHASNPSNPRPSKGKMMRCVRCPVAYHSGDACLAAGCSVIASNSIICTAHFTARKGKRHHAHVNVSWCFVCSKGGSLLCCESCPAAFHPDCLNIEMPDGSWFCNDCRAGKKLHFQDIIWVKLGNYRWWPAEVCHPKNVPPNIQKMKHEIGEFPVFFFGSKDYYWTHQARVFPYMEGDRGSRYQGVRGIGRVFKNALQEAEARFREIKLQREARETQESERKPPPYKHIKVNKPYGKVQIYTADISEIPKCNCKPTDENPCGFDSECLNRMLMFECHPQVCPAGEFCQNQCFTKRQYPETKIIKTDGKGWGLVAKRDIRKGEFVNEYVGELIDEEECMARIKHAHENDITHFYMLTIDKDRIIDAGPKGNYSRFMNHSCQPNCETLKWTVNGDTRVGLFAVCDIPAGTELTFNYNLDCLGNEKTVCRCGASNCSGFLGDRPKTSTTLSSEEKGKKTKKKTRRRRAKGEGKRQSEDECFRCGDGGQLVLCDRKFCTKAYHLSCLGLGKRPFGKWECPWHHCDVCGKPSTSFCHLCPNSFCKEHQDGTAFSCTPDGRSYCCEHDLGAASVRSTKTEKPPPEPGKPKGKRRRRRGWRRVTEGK
# An asterisk follows results filed as active. This is a subset; the hit share may differ from the screen's.
SMILES,NSD2 inh
CCCCCCc1ccc(NC(=O)[C@@H]2CC=C[C@@H]3CCN(Cc4ccccc4)C(=O)[C@@H]32)cc1,-1
Cc1cc(=O)oc2c(N)nccc12,25
O=C(COC(=O)c1ccc(OC(F)F)cc1)NCC1CCCO1 (stereo not drawn),-1
O=CNc1cc(-c2ccc(C(=O)N3CCOCC3)cc2)cn2c(-c3ccc(F)cc3)cnc12,0
COc1cc(C(=O)N2Cc3cc4ccccc4nc3C2C)cc(OC)c1OC (stereo not drawn),-1
OC(Cc1ccccc1Br)c1ncc(-c2cccc(C(F)(F)F)c2)[nH]1 (stereo not drawn),1
NC(c1csc(Nc2nncc3ccccc23)n1)C1CCCCC1 (stereo not drawn),2
CC(=O)Nc1ccc(C(=O)OCC(=O)NC(=O)NCc2ccccc2)cc1,1
Fc1cccc(CNC2CCC23CCC(c2ccccc2)CC3)c1 (stereo not drawn),-3
CCNC(=O)C1(C)CCCN(C(=O)COCc2ccccc2)C1 (stereo not drawn),-2
CC(C)c1ccc(Nc2n[nH]c(=S)s2)cc1,6
NC(Cc1ccc(Cl)cc1)c1csc(NC(=O)NCC2CCCCC2)n1 (stereo not drawn),-2
CNc1ccc(-c2cccc(C(=O)N3CCOCC3)c2)cn1,0
COCCNC(=O)C1(C)CCCN(Cc2cccc(F)c2)C1 (stereo not drawn),1
O=C(O)C(=Cc1ccc([N+](=O)[O-])cc1)CCc1ccccc1,0

# The closing 7 entries of the part above lead into the next.
SMILES,NSD2 inh
Fc1cccc(CNC2CCC23CCC(c2ccccc2)CC3)c1 (stereo not drawn),-3
CCNC(=O)C1(C)CCCN(C(=O)COCc2ccccc2)C1 (stereo not drawn),-2
CC(C)c1ccc(Nc2n[nH]c(=S)s2)cc1,6
NC(Cc1ccc(Cl)cc1)c1csc(NC(=O)NCC2CCCCC2)n1 (stereo not drawn),-2
CNc1ccc(-c2cccc(C(=O)N3CCOCC3)c2)cn1,0
COCCNC(=O)C1(C)CCCN(Cc2cccc(F)c2)C1 (stereo not drawn),1
O=C(O)C(=Cc1ccc([N+](=O)[O-])cc1)CCc1ccccc1,0
CCOC(=O)c1cc(OCC)c2c(ccc3ccccc32)n1,0
COc1ccc(NC(=O)c2cc3c(C)nn(-c4ccccc4)c3s2)cc1,7
O=C(Nc1cccc2c1[nH]c(=O)c1ccccc12)C(F)(F)F,0
O=[N+]([O-])c1ccc(NN=CC2CCCCCC2)c([N+](=O)[O-])c1,1
CN(C)C(=O)c1cccc(-c2cnc3c(NC=O)cc(-c4cc(F)c(F)c(F)c4)cn23)c1,2
CCn1cc(C(=O)N2CCN(c3ccc(F)cc3)CC2)c(=O)c2ccc(C)nc21,-2
Cc1ccccc1NC(=O)Nc1nc(CN)cs1,1
COC(=O)c1cccc(CN2C(=O)C(C)Oc3ccc(C)cc32)c1 (stereo not drawn),-3
O=C(Nc1ccc2c(c1)OCO2)c1cc(C2CCCN(C(=O)C3CCCCC3)C2)on1 (stereo not drawn),0
CC1(C(=O)NS(=O)(=O)c2cccs2)CCN1C(=O)Cc1ccccc1 (stereo not drawn),-1
OC(c1ccccc1)c1ncc(-c2ccc(Oc3ccccc3)cc2)[nH]1 (stereo not drawn),2
CC1(C(=O)NS(=O)(=O)c2cccc(F)c2)CCN1C(=O)Cc1cc(F)ccc1F (stereo not drawn),-2
COc1ccc(S(=O)(=O)NC(=O)C2(C)CCN2C(=O)c2ccccc2CCc2ccccc2)cc1 (stereo not drawn),-1
CCn1cc(/C=C(\NC(=O)c2ccccc2OC)C(=O)NCCN2CCOCC2)c2ccccc21,18
COc1ccc(NC(=O)C2Cc3c(-c4cccc(F)c4)ccnc3O2)cn1 (stereo not drawn),0

# Reformatted with tabs: entries from further up.
compound	NSD2 inh
O=C(Nc1ccc2c(c1)OCO2)c1cc(C2CCCN(C(=O)C3CCCCC3)C2)on1 (stereo not drawn)	0
CCn1cc(C(=O)N2CCN(c3ccc(F)cc3)CC2)c(=O)c2ccc(C)nc21	-2

# (continued)
SMILES,NSD2 inh
CC(=O)Nc1ccc(-c2ccnc3c2CC(C)(C(=O)Nc2cccc(C(C)=O)c2)O3)cc1 (stereo not drawn),1
CCCCNC(=O)C1CCCN1C(=O)Nc1cccc(C)c1 (stereo not drawn),-2
COc1ccccc1CN(C)C(=O)C1CCCN(c2nc3ccccc3o2)C1 (stereo not drawn),0
Cc1cc(Cl)ccc1N(CC(=O)N(C)Cc1ccccc1)S(C)(=O)=O,3
CC1(C(=O)Nc2cccc(OC(F)(F)F)c2)Cc2c(-c3cccc(C(N)=O)c3)ccnc2O1 (stereo not drawn),4
COc1ccc(-c2cc(NC(C)=O)c3ncc(-c4ccc(OC)c(OC)c4)n3c2)c(OC)c1,3
Cc1nc2cc[nH]n2c(=O)c1CCc1ccccc1,-1
CC(=O)Nc1ccc(-c2ccnc3c2CC(C)(C(=O)Nc2ccc4c(c2)OCO4)O3)cc1 (stereo not drawn),10
NC(COCc1ccccc1)c1csc(Nc2nncc3ccccc23)n1 (stereo not drawn),-1
CC(=O)c1cccc(NC(=O)c2cc(S(=O)(=O)N3CCCCC3)ccc2N2CCOCC2)c1,0
CCOc1ccc(-c2cc(C(=O)Nc3cccc(C(F)(F)F)c3)[nH]n2)c(C)c1,-2
O=C(Nc1ccc(OC(F)(F)F)cc1)c1cc(S(=O)(=O)N2CCCCC2)ccc1N1CCOCC1,-4
COc1ccc(OC)c(C(=O)CSc2nnc(C3CC3)n2C2CC2)c1,21
Cc1cccc(C)c1NC(=O)CN1CCN(C(=O)CNC(=O)Cc2cccc3ccccc23)CC1,-2
O=C(Nc1cccc(C(=O)O)c1)/C(=C\c1ccccc1)NC(=O)c1ccc(Br)o1,-5
COc1ccc(CSC(=S)NNc2ccccc2)cc1,1
COc1cccc(Cn2cc(COC(=O)NCC(C)C)nn2)c1,1
COc1ccc(Cn2c(=O)oc3ccccc32)cc1,3
COCCNc1nc(NCCOC)c2sc(-c3ccccc3)cc2n1,-2
Cc1nc2c(OCCN3C(=O)c4ccccc4C3=O)cccn2c1N(C)C(=O)CCC1CCCC1,-1
CN(CC(=O)Nc1ccc(Cl)cc1)C(=O)CN1C(=O)C2CCCCC2C1=O (stereo not drawn),1
CC(C)N1CCCC(C)(C(=O)Nc2cccc(Oc3ccccc3)c2)C1 (stereo not drawn),-4
CC(C)(C)c1ccc(CC(=O)N2CCC2(C)C(=O)Nc2cccc3cccnc23)cc1 (stereo not drawn),1
CC1(Oc2cnc(Cl)c3ccccc23)CCN(Cc2ccc(-c3ccccn3)cc2)C1 (stereo not drawn),-3
COc1cccc(NC(=O)C2(C)CCN2C(=O)Cc2ccc(-c3ccccc3)cc2)c1 (stereo not drawn),-1
COc1cc(Cl)ccc1OC1(C)CCN(Cc2ccccc2OC(F)F)C1 (stereo not drawn),-4
CC1(C(=O)NCc2cccc3ccccc23)CCN1C(=O)C1(c2ccccc2)CCCC1 (stereo not drawn),-1
COC(=O)[C@@]12C[C@@H](CC(=O)NCc3ccc(C)o3)C(=O)N(Cc3cccc4ccccc34)C1=CCC(C)(C)C2,0
COc1ccc(CN(CCN2CCOCC2)C(=O)c2ccc(F)cc2Cl)cc1OC,-10
COc1ccc(COC[C@H](C)N2C[C@@H](C)[C@H](CN(C)S(=O)(=O)c3ccc(F)cc3)OCCCC[C@H](C)Oc3ccc(NC(=O)Nc4ccccc4)cc3C2=O)cc1,-2
CC1CN(S(=O)(=O)c2cccc(C(=O)N(C)C3CCCCC3)c2)CC(C)O1 (stereo not drawn),-8
CC(C)N1CCN(c2ccncc2S(=O)(=O)N2CCN(C)CC2)CC1,3
O=C(C1CCCN1S(=O)(=O)c1ccc(Br)s1)N1CCc2ccccc2C1 (stereo not drawn),-3
Cc1ccc(OCc2nn3c(C4CCCCC4)nnc3s2)cc1,11
O=C(NCc1cccnc1)c1cc(C2CCCCN2C(=O)c2ccccc2)on1 (stereo not drawn),4
CC(=O)Nc1cccc(-c2cnc(NC(C)=O)cn2)c1,0
COc1cc(OC)c(NC(=O)NNC(=O)C(=O)NC2CC2)cc1Cl,-1
CC(=O)Nc1ccc(C(=O)N2CCCC(c3cc(C(=O)Nc4ccccc4Cl)no3)C2)cc1 (stereo not drawn),0
CC1(C(=O)NS(=O)(=O)Cc2ccccc2C(F)(F)F)CCN1C(=O)c1ccccc1 (stereo not drawn),0
O=C(CNS(=O)(=O)Cc1ccccc1)NNc1ccccc1,-5
COCCNC(=O)C1(C)CCCN(C(=O)c2cccc(Cl)c2)C1 (stereo not drawn),0
Cc1ccc(-c2cc(C(=O)NN=Cc3sccc3C)[nH]n2)cc1C,3
CCNC(=O)C1CCCN(C(=O)c2ccc3ccccc3c2)CC1 (stereo not drawn),1
Cc1ccc(NC(=O)[C@@H]2CC(=O)O[C@@H]2c2ccccc2)cc1C,0
CC(C)c1ccc(CN2CCC(n3nccc3NC(=O)C3CCCC3)CC2)cc1,4

# Reformatted with values ahead of the structure: entries from further up
NSD2 inh | Molecule
11 | Cc1ccc(OCc2nn3c(C4CCCCC4)nnc3s2)cc1
3 | Cc1ccc(-c2cc(C(=O)NN=Cc3sccc3C)[nH]n2)cc1C
-2 | CCn1cc(C(=O)N2CCN(c3ccc(F)cc3)CC2)c(=O)c2ccc(C)nc21
-2 | COc1ccc(COC[C@H](C)N2C[C@@H](C)[C@H](CN(C)S(=O)(=O)c3ccc(F)cc3)OCCCC[C@H](C)Oc3ccc(NC(=O)Nc4ccccc4)cc3C2=O)cc1
1 | O=[N+]([O-])c1ccc(NN=CC2CCCCCC2)c([N+](=O)[O-])c1

# Remaining list, next part.
SMILES,NSD2 inh
CCOc1ccc(N(CC(=O)Nc2c(C)n(C)n(-c3ccccc3)c2=O)S(=O)(=O)c2ccc(C)c(C)c2)cc1,11
O=C(NCCc1c[nH]c2ccccc12)OCc1cn(Cc2ccc(C(F)(F)F)cc2)nn1,-1
O=C(CN(CCO)Cc1ccccc1)N1CCN(S(=O)(=O)c2ccccc2)CC1,-3
NC(COCc1ccccc1)c1csc(Nc2nccc(C(F)(F)F)n2)n1 (stereo not drawn),11
OC(c1cccc(Cl)c1)c1ncc(-c2ccc(Oc3ccccc3)cc2)[nH]1 (stereo not drawn),1
Cn1nc(C2CC2)cc1NC(=O)C1(C)CCN1C(=O)CCc1ccccc1 (stereo not drawn),39
CNc1cncc(-c2cccc(C(=O)N(C)C)c2)n1,-4
CCOc1ccc(-n2c(SC/C=C/c3ccccc3)nnc2-c2cccs2)cc1,0
Cc1onc(-c2ccccc2)c1C(=O)N1CCC(C)(C(=O)O)C1 (stereo not drawn),-1
CCCCN1CCN(C(=O)c2cn(C(C)c3ccccc3)nn2)CC1 (stereo not drawn),1
O=C(NCc1cccnc1)c1csc([C@@H]2C[C@H](O)[C@@H](CO)O2)n1,-5
CS(=O)(=O)N1CCCCC1c1cc(C(=O)Nc2ccccc2)no1 (stereo not drawn),-6
CC(C)Cc1ccc(-c2cc3nc(NCCCn4ccnc4)ccn3n2)cc1,1
Cc1noc(C)c1-c1ccc(C(=O)NCCC(F)(F)F)c2occc12,-2
Fc1ccccc1-c1n[nH]c(=S)n1N=Cc1cccc(OCc2ccccc2)c1,18
CC1(Cc2ccc(Cl)cc2)C(=O)Nc2c(Cl)ccc(Cl)c21 (stereo not drawn),3
CC(=O)Nc1ccc(-c2ccnc3c2CC(C(=O)Nc2cccc(Oc4ccccc4)c2)O3)cc1 (stereo not drawn),1
NCc1csc(Nc2ncccn2)n1,-1
Cc1nc2cc(OC3(C)CCN(Cc4ccc(OC(F)(F)F)cc4)C3)ccc2s1 (stereo not drawn),2
CSc1ccc(CNC(=O)C2(C)CCCN2CC(C)C)cc1 (stereo not drawn),9
Cc1ccc2c(c1)nc1c3ccccc3nc(-c3ccccc3N)n21,1
COc1cc2c(cc1OC)C(=NO)CCCC2,-1
OCCCNc1ncnc2c1ncn2[C@H]1CN(Cc2ccc(Cl)cc2)C[C@@H](CO)O1,-5
CCc1nc2c(OCC(=O)c3ccc(F)cc3)cccn2c1N(C)C(=O)C(C)C,0
CCC(C(=O)N1CCN(Cc2ccc3c(c2)OCO3)CC1)n1nnc2ccccc2c1=O (stereo not drawn),1
CCOc1ccccc1NC(=O)COC(=O)C1COc2ccccc2O1 (stereo not drawn),-1
COc1cccc2ccc(CC(O)(c3ccccc3)c3ccccc3)nc12,0
COc1cccc(C(NC(C)=O)c2nc(-c3cccc(C(F)(F)F)c3)cs2)c1 (stereo not drawn),1
COc1ccc(NC(=O)Nc2nc(C(N)CC(C)C)cs2)cc1 (stereo not drawn),4
CC(C)(N[C@@H](Cc1ccccc1)C(=O)NCCc1c[nH]c2ccccc12)C(=O)NC1CCCCC1,0
CC(=O)NC(c1ccc(F)c(F)c1)c1nc(-c2cnc3ccccc3c2)cs1 (stereo not drawn),-1
CC1(C(=O)NCC2CC2)Cc2c(-c3ccccc3)ccnc2O1 (stereo not drawn),-3
COC(=O)[C@H](C)NC(=O)C(Cc1ccc2c(c1)OCO2)NC(C)=O (stereo partly drawn),1
CN(C)c1ccc(-c2ccnc3c2CC(C)(C(=O)Nc2cccc(C(F)(F)F)c2)O3)cc1 (stereo not drawn),1
CC(C)CNc1ncnc2c1ncn2[C@H]1CN(C2CCCC2)C[C@@H](CO)O1,1
CCNC(=O)C1(C)CCCN(C(=O)c2ccc3c(c2)C(C)(C)CCC3(C)C)C1 (stereo not drawn),-3
CC(=O)N1CCCC(C)(C(=O)Nc2ccc3oc(C)nc3c2)C1 (stereo not drawn),0
CN(C)CCCNC(=O)c1cccc(-c2ccc3nncn3c2)c1,2
CCOc1ccc(-c2csc(N3CCC(C(N)=O)CC3)n2)cc1,0
COc1cccc(-c2cnc3c(NC(C)=O)cc(-c4ccc(C(=O)NC5CC5)cc4)cn23)c1,-4
Cc1ccccc1OC1(C)CCN(Cc2ccc3ccccc3c2)C1 (stereo not drawn),2
c1cn2cc(-c3ccc(CN4CCOCC4)cc3)ccc2n1,-2
CCc1nnc(NC(=O)CSc2nnc(CNC(=O)c3ccccc3)o2)s1,0
CSc1ccc(C(O)c2ncc(-c3cccc(F)c3)[nH]2)cc1 (stereo not drawn),4
